NSD2 block: NSD2 (human) methyltransferase inhibition; O96028; NSD2-SET H3K36me1 DELFIA fluorescence, biochemical; inhibition, % at 12.5 µM; 44,000 tested, 0.07% active; AID 624260; in the data active = inhibition above about 54%, passing the limit was not always enough; inconclusive = no clear call, values can overlap the other calls;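 also: inhibitors reduce the monomethyl H3K36 fluorescence signal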
Target sequence (O96028 whole entry, looked up): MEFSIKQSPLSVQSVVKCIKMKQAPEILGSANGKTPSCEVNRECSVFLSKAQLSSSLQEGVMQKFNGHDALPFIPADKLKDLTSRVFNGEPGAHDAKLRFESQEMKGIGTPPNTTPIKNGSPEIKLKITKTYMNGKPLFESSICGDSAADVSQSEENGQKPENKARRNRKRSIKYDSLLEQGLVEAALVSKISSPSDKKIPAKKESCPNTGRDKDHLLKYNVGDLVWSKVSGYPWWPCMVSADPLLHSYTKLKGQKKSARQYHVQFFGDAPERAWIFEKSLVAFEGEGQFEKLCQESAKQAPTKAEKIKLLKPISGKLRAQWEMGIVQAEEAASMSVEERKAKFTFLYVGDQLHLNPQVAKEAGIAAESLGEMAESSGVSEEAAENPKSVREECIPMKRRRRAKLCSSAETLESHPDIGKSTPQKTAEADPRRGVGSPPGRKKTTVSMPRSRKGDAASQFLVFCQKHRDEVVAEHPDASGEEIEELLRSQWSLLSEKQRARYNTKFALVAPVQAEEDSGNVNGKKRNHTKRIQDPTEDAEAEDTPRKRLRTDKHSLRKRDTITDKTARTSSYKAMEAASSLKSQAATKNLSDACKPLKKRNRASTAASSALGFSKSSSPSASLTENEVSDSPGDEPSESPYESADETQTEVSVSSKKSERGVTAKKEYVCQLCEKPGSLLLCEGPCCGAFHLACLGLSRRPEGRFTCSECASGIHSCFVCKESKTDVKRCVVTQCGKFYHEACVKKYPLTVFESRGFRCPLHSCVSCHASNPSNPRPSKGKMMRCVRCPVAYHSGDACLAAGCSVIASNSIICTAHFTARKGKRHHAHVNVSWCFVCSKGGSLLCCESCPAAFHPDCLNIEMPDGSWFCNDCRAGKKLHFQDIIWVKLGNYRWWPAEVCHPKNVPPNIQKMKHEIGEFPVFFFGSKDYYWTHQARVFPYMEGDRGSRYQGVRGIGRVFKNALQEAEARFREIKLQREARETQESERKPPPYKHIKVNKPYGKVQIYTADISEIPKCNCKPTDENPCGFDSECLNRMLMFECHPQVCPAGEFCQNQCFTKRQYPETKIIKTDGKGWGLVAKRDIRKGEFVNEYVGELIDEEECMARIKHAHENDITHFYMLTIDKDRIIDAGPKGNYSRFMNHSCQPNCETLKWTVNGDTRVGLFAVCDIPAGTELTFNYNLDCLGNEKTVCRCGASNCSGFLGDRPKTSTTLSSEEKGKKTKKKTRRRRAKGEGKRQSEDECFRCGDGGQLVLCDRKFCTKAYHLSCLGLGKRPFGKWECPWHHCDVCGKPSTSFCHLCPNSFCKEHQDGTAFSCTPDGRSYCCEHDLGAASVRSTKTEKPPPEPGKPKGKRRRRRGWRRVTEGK
Active calls of the source: *; ? = inconclusive. Only part of the results is shown. The share of hits here may be higher or lower than overall.

| SMILES | NSD2 block |
| --- | --- |
| C[C@@H]1CN([C@H](C)CO)C(=O)c2cc(NC(=O)Cc3cn(C)c4ccccc34)ccc2O[C@H]1CN(C)Cc1ccc(-c2ccccc2)cc1 | 4 |
| CCC(=O)N(C)C[C@H]1Oc2ncc(-c3ccccc3C)cc2C(=O)N([C@H](C)CO)C[C@H]1C | 0 |
| C[C@H]1CN([C@@H](C)CO)S(=O)(=O)c2ccc(-c3cncnc3)cc2O[C@H]1CN(C)C(=O)Cc1cccnc1 | 13 |
| C[C@H]1CN([C@@H](C)CO)C(=O)Cc2cc(NC(=O)Nc3ccc(F)cc3)ccc2O[C@H]1CN(C)C(=O)Nc1ccc2c(c1)OCO2 | 4 |
| Cc1ccc(O)c(/C=N/NC(=O)CCCCCC(=O)O)c1 | -8 |
| CCC(=O)N(C)C[C@H]1Oc2ncc(C3=CCCC3)cc2C(=O)N([C@@H](C)CO)C[C@H]1C | 5 |
| C[C@@H]1CN([C@H](C)CO)S(=O)(=O)c2ccc(C3=CCCC3)cc2O[C@@H]1CN(C)Cc1ccccc1F | 4 |
| CO[C@@H](C(=O)N(C)C[C@@H]1OCc2ccccc2-c2c(n(C)c3ccccc23)C(=O)N([C@@H](C)CO)C[C@@H]1C)c1ccccc1 | -1 |
| C[C@@H]1CCCCO[C@@H](CN(C)CC2CCCCC2)[C@H](C)CN([C@@H](C)CO)C(=O)c2cc(NS(=O)(=O)c3ccc(Cl)cc3)ccc2O1 | -3 |
| COc1ccc(S(=O)(=O)N(C)C[C@@H]2Oc3ccc(NC(=O)C4CC4)cc3C(=O)N([C@@H](C)CO)C[C@H]2C)cc1 | 0 |
| O=C1c2c(O)cc(O)cc2O[C@@H](c2ccc(O)cc2)[C@@H]1c1c(O)cc(O)c2c(=O)cc(-c3ccc(O)cc3)oc12 | 2 |
| C=C(C(=O)O)C1CCC2(C)CCC(=O)C(C)=C2C1 (centres undefined) | 4 |
| C[C@@H]1CN([C@H](C)CO)C(=O)c2cc(NC(=O)Nc3ccccc3)ccc2O[C@@H](C)CCCCO[C@H]1CN(C)S(=O)(=O)c1cccs1 | 4 |
| O=C(C[C@@H]1C[C@H]2c3cc(NC(=O)Nc4ccccc4F)ccc3O[C@H]2[C@H](CO)O1)NCCc1ccccc1 | -5 |
| C[C@@H]1CCCCO[C@H](CN(C)S(=O)(=O)c2cccs2)[C@H](C)CN([C@H](C)CO)C(=O)c2cc(NS(=O)(=O)c3ccccc3)ccc2O1 | 1 |
| C[C@@H]1CN([C@H](C)CO)C(=O)c2cccc(NC(=O)c3ccc(-c4nccs4)cc3)c2O[C@@H]1CN(C)C(=O)Nc1ccc(C(F)(F)F)cc1 | 25 |
| C[C@@H]1CN([C@@H](C)CO)C(=O)c2cc(NC(=O)Nc3ccc4c(c3)OCO4)ccc2O[C@H]1CN(C)Cc1ccc(C(=O)O)cc1 | 1 |
| C[C@H]1CN([C@@H](C)CO)C(=O)c2cccc(NS(C)(=O)=O)c2O[C@@H]1CN(C)C | 2 |
| C[C@H](CO)N1C[C@H](C)[C@@H](CN(C)S(=O)(=O)c2ccc(F)cc2)Oc2ccc(NC(=O)NC3CCCCC3)cc2CC1=O | -2 |
| C[C@@H]1CN([C@H](C)CO)C(=O)c2cc(C#CCc3ccccc3)cnc2O[C@H]1CN(C)Cc1ccccn1 | 19 |
| C[C@@H]1CN([C@H](C)CO)C(=O)Cc2cc(NS(C)(=O)=O)ccc2O[C@@H]1CN(C)CC1CC1 | 6 |
| C[C@H]1CN([C@@H](C)CO)C(=O)Cc2cc(NC(=O)CCN3CCOCC3)ccc2O[C@H]1CN(C)Cc1ccc(-c2ccccc2)cc1 | -1 |
| COc1ccc(CN(C)C[C@@H]2Oc3c(NC(=O)CCCCCC(=O)Nc4ccccc4N)cccc3C(=O)N([C@@H](C)CO)C[C@H]2C)cc1 | 7 |
| COC(=O)C[C@H]1C=C[C@H](NC(=O)c2ccccc2)[C@@H](CO)O1 | 6 |
| C[C@@H]1CN([C@@H](C)CO)S(=O)(=O)c2ccc(C3=CCCCC3)cc2O[C@H]1CN(C)C(=O)CC1CC1 | -2 |
| C[C@H](CO)N1C[C@H](C)[C@H](CN(C)C(=O)Nc2ccc(F)cc2)Oc2ccc(NC(=O)C3CC3)cc2CC1=O | ? |
| Cc1noc(C)c1NC(=O)Nc1ccc2c(c1)CC(=O)N([C@@H](C)CO)C[C@H](C)[C@@H](CN(C)Cc1ccc(C(F)(F)F)cc1)O2 | -7 |
| C[C@@H]1CN([C@@H](C)CO)C(=O)c2cc(C3=CCCC3)cnc2O[C@H]1CN(C)C(=O)c1cccnc1 | 2 |
| C[C@@H]1CN([C@H](C)CO)C(=O)c2cc(C3=CCCC3)cnc2O[C@H]1CN(C)C(=O)CN1CCOCC1 | -3 |
| C[C@@H]1CN([C@H](C)CO)C(=O)Cc2cc(NC(=O)Nc3ccccc3)ccc2O[C@H]1CN(C)C(=O)Nc1ccc(F)cc1 | -1 |
| COc1ccccc1NC(=O)N[C@@H]1CC[C@@H](CC(=O)N2CCC(Cc3ccccc3)CC2)O[C@H]1CO | 6 |
| c1cc(CN2CCCCC2)cc(OCCCNc2nc3ccccc3s2)c1 | 7 |
| COc1ccc(NC(=O)Nc2cccc3c2O[C@@H](CN(C)C(=O)Nc2c(C)noc2C)[C@@H](C)CN([C@@H](C)CO)C3=O)cc1 | -6 |
| COc1ccc(NC(=O)N(C)C[C@H]2Oc3ccc(NS(=O)(=O)c4c(C)noc4C)cc3C(=O)N([C@@H](C)CO)C[C@H]2C)cc1 | -3 |
| CCCC#Cc1ccc2c(c1)O[C@H](CN(C)Cc1cncnc1)[C@@H](C)CN([C@@H](C)CO)S2(=O)=O | 26 |
| C[C@H]1CCCCO[C@@H](CN(C)C(=O)c2ccccc2)[C@@H](C)CN([C@@H](C)CO)C(=O)c2cc(NS(=O)(=O)c3cn(C)cn3)ccc2O1 | 2 |
| COCC(=O)N(C)C[C@@H]1Oc2cc(-c3ccccc3)ccc2S(=O)(=O)N([C@@H](C)CO)C[C@@H]1C | -2 |
| COc1ccc(NC(=O)N(C)C[C@@H]2OCCCC[C@H](C)Oc3ccc(NS(=O)(=O)c4ccc(F)cc4)cc3C(=O)N([C@@H](C)CO)C[C@@H]2C)cc1 | 4 |
| C[C@@H]1CN([C@@H](C)CO)S(=O)(=O)c2ccc(C#CC(C)(C)O)cc2O[C@H]1CN(C)C(=O)CN(C)C | 1 |
| COCCNC(=O)C[C@@H]1C[C@H]2c3cc(NC(=O)CC4CC4)ccc3O[C@H]2[C@H](CO)O1 | -4 |
| C[C@@H]1CN([C@@H](C)CO)C(=O)c2cc(-c3ccc(F)cc3)cnc2O[C@@H]1CN(C)S(C)(=O)=O | -1 |
| C[C@H](CO)N1C[C@H](C)[C@H](CN(C)S(=O)(=O)c2ccc(F)cc2)Oc2c(NC(=O)Nc3ccc(C(F)(F)F)cc3)cccc2C1=O | -6 |
| CC(C)NC(=O)Nc1ccc2c(c1)C(=O)N([C@@H](C)CO)C[C@@H](C)[C@H](CN(C)C(=O)Cc1ccccc1)OCCCC[C@@H](C)O2 | -24 |
| C[C@@H]1CN([C@H](C)CO)S(=O)(=O)c2ccc(C#CCN(C)C)cc2O[C@@H]1CN(C)C | 1 |
| CC(C)CC#Cc1cnc2c(c1)C(=O)N([C@@H](C)CO)C[C@@H](C)[C@H](CN(C)C(=O)CCN1CCCCC1)O2 | -14 |
| CN1C(=O)[C@@H]2[C@@H](CC(COc3ccccc3)=C3[C@@H](CCc4ccccc4)OB(O)C[C@@H]32)C1=O | -4 |
| Cc1ccc(-c2ccc3c(c2)O[C@@H](CN(C)C(=O)CC2CC2)[C@H](C)CN([C@H](C)CO)S3(=O)=O)cc1 | -9 |
| COc1ccc(NC(=O)N(C)C[C@H]2Oc3c(NC(=O)CCCCCC(=O)Nc4ccccc4N)cccc3C(=O)N([C@H](C)CO)C[C@@H]2C)cc1 | -1 |
| CC(C)(C)n1nc(-c2ccc(Cl)cc2)c2c(N)ncnc21 | 1 |
| COc1ccc([Si](C)(C)[C@H]2[C@H](CCO)O[C@@]3(C(=O)N(Cc4cccc(NC(=O)[C@H](C)O)c4)c4ccccc43)[C@@H]2C)cc1 | -1 |
| O=C(C[C@@H]1C[C@H]2c3cc(NC(=O)NC4CCCC4)ccc3O[C@H]2[C@H](CO)O1)NCc1ccc(Cl)cc1 | 6 |
| C[C@H]1CN([C@@H](C)CO)C(=O)c2ccccc2-c2ccccc2CO[C@@H]1CN(C)Cc1cccc(C(=O)O)c1 | -6 |
| CCCN(C)C[C@@H]1Oc2cc(C#Cc3ccccc3)ccc2S(=O)(=O)N([C@H](C)CO)C[C@@H]1C | 0 |
| C[C@@H]1CN([C@@H](C)CO)C(=O)c2cc(NS(=O)(=O)c3ccccc3)ccc2O[C@H]1CN(C)Cc1ccc(-c2ccccc2)cc1 | -4 |
| C[C@@H]1CN([C@H](C)CO)C(=O)c2cc(NC(=O)Cc3cn(C)c4ccccc34)ccc2O[C@@H]1CN(C)CC1CCCCC1 | 8 |
| CC(C)NC(=O)Nc1ccc2c(c1)C(=O)N([C@@H](C)CO)C[C@H](C)[C@@H](CN(C)C(=O)NC(C)C)OCCCC[C@H](C)O2 | 22 |
| Cc1ccc(S(=O)(=O)N(C)C[C@H]2Oc3ccc(NC(=O)Nc4ccccc4)cc3CC(=O)N([C@H](C)CO)C[C@@H]2C)cc1 | -3 |
| C[C@@H]1CCCCO[C@@H](CN(C)C(=O)Nc2ccccc2)[C@@H](C)CN([C@@H](C)CO)C(=O)c2cc(NC(=O)C3CCCCC3)ccc2O1 | 7 |
| C/C=C/c1ccc2c(c1)O[C@H](CN(C)C(=O)COC)[C@@H](C)CN([C@H](C)CO)S2(=O)=O | -6 |
| C[C@@H]1CN([C@@H](C)CO)S(=O)(=O)c2ccc(C#Cc3ccc(F)cc3)cc2O[C@@H]1CN(C)CC1CC1 | -3 |

(continued)
| SMILES | NSD2 block |
| --- | --- |
| COc1ccccc1C#Cc1ccc2c(c1)O[C@H](CN(C)Cc1cccnc1)[C@@H](C)CN([C@@H](C)CO)S2(=O)=O | 1 |
| COc1cc(CCc2ccc3c(c2)OCO3)oc(=O)c1 | -6 |
| C[C@H](CO)N1C[C@H](C)[C@H](CN(C)C(=O)Nc2cccc3ccccc23)Oc2ncc(Br)cc2C1=O | 2 |
| C[C@]12CCC(=O)C=C1CCC1C2C(=O)C[C@@]2(C)C1CC[C@]2(O)C(=O)CO (some centres undefined) | -3 |
| COC(=O)N(C)C[C@@H]1OCc2cn(nn2)CCCC(=O)N([C@H](C)CO)C[C@@H]1C | 1 |
| C[C@H](CO)N1C[C@H](C)[C@H](CN(C)CC2CCOCC2)Oc2ncc(-c3ccc(F)cc3)cc2C1=O | 3 |
| C[C@H](CO)N1C[C@H](C)[C@H](CN(C)S(C)(=O)=O)OCCCC[C@H](C)Oc2ccc(NC(=O)Cc3ccccc3)cc2C1=O | -4 |
| C[C@H]1CN([C@@H](C)CO)C(=O)Cc2cc(NC(=O)Nc3ccc4c(c3)OCO4)ccc2O[C@@H]1CN(C)C(=O)Nc1cccc2ccccc12 | -1 |
| COc1ccc(S(=O)(=O)Nc2ccc3c(c2)C(=O)N([C@@H](C)CO)C[C@@H](C)[C@@H](CN(C)C(=O)Nc2cccc4ccccc24)O3)cc1 | 9 |
| CC(C)NC(=O)N(C)C[C@@H]1Oc2ncc(-c3ccc(C(=O)N(C)C)cc3)cc2C(=O)N([C@H](C)CO)C[C@@H]1C | -5 |
| O=C(CCNc1ccc(Cl)c(C(F)(F)F)c1)c1ccccc1 | 7 |
| C[C@@H]1CN([C@H](C)CO)C(=O)Cc2cc(NS(C)(=O)=O)ccc2O[C@@H]1CN(C)C(=O)Nc1ccc(C(F)(F)F)cc1 | 1 |
| C[C@@H]1CN([C@H](C)CO)S(=O)(=O)c2ccc(-c3ccccc3)cc2O[C@@H]1CN(C)S(C)(=O)=O | -3 |
| COc1ccccc1C#Cc1ccc2c(c1)O[C@H](CN(C)Cc1ccncc1)[C@H](C)CN([C@@H](C)CO)S2(=O)=O | -2 |
| C[C@@H]1CN([C@@H](C)CO)C(=O)c2cc(NC(=O)CCCN(C)C)ccc2O[C@H]1CN(C)S(=O)(=O)c1ccc(Cl)cc1 | -7 |

Ordered by molar mass (ascending): some entries from above
| SMILES | NSD2 block |
| --- | --- |
| O=C(CCNc1ccc(Cl)c(C(F)(F)F)c1)c1ccccc1 | 7 |
| C[C@H](CO)N1C[C@H](C)[C@H](CN(C)CC2CCOCC2)Oc2ncc(-c3ccc(F)cc3)cc2C1=O | 3 |
| C[C@H](CO)N1C[C@H](C)[C@H](CN(C)C(=O)Nc2cccc3ccccc23)Oc2ncc(Br)cc2C1=O | 2 |
| C[C@H](CO)N1C[C@H](C)[C@H](CN(C)S(C)(=O)=O)OCCCC[C@H](C)Oc2ccc(NC(=O)Cc3ccccc3)cc2C1=O | -4 |
| COc1ccc(S(=O)(=O)Nc2ccc3c(c2)C(=O)N([C@@H](C)CO)C[C@@H](C)[C@@H](CN(C)C(=O)Nc2cccc4ccccc24)O3)cc1 | 9 |

The main list resumes, starting two compounds before the break.
| SMILES | NSD2 block |
| --- | --- |
| COc1ccccc1C#Cc1ccc2c(c1)O[C@H](CN(C)Cc1ccncc1)[C@H](C)CN([C@@H](C)CO)S2(=O)=O | -2 |
| C[C@@H]1CN([C@@H](C)CO)C(=O)c2cc(NC(=O)CCCN(C)C)ccc2O[C@H]1CN(C)S(=O)(=O)c1ccc(Cl)cc1 | -7 |
| C[C@@H]1CN([C@H](C)CO)S(=O)(=O)c2ccc(-c3cccc(C(=O)N(C)C)c3)cc2O[C@H]1CN(C)C(=O)Nc1ccc(F)cc1 | -2 |
| C[C@@H]1CN([C@@H](C)CO)C(=O)CCCn2nncc2CO[C@@H]1CN(C)Cc1cccc(C(=O)O)c1 | 4 |
| COc1ccc(NC(=O)Nc2ccc3c(c2)C(=O)N([C@H](C)CO)C[C@H](C)[C@H](CN(C)Cc2ccc(-c4ccccc4)cc2)O3)cc1 | 2 |
| C[C@H](CO)N1C[C@H](C)[C@@H](CN(C)Cc2ccccn2)Oc2cc(-c3cccc(C#N)c3)ccc2S1(=O)=O | 5 |
| C[C@H]1CN([C@@H](C)CO)C(=O)c2cc(NC(=O)CCCCCC(=O)Nc3ccccc3N)ccc2O[C@@H]1CN(C)S(=O)(=O)c1ccc(F)cc1 | 1 |
| C[C@H]1CN([C@@H](C)CO)C(=O)c2cccc(NC(=O)C3CCCCC3)c2O[C@H]1CN(C)CC1CCCCC1 | 1 |
